# Htt clearance: compounds clearing mutant huntingtin protein. AID 853. inhibition, % at 1.5 µM. HeLa Exon1htt(103Q)mCFP, aggregate imaging; zero = plate's median compound well. hit rate 0.42% among 47,000;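 active = inhibition of aggregate fluorescence above about 70%, also judged a hit by eye on the cell image, limit read from the data, passing the limit was not always enough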;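 also: cells exposed to compound for three days before fixation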
# Htt clearance grain fraction: second read-out of Htt clearance, no call of its own (marks repeat the call); fraction fluorescence in grains; measured here: aggregate grain fluorescence fraction; active compounds read low;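 scaled fraction of total cell fluorescence in grains with unit not stated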
# * = called active by the depositor.
Molecule | Htt clearance | Htt clearance grain fraction
Nc1nnc(SCCOc2ccc(Br)cc2)s1 | -62.0 | 56.8
O=C(CCCC(=O)N1CCCc2ccccc21)N1CCCc2ccccc21 | -43.2 | 45.3
CC(C)(C)c1ccc(CN2C3=NCCCN3c3ccccc32)cc1 | 69.4 | 5.58
Cc1ccc(NNS(=O)(=O)c2ccc(C)cc2)cc1 | 0.5 | 21.3
COC(=O)c1ccc(NS(=O)(=O)N(C)C)cc1 | 2.8 | 15.7
CCc1ccc(Nc2ncc3c(n2)CC(c2ccc(OC)cc2)CC3=O)cc1 (stereo not given) | 28.2 | 28.9
O=C(COC(=O)C1CCC1)NCc1ccccc1Cl | -27.1 | 25.7
Cc1ccsc1/C=N/NC(=O)c1c[nH]c2ccccc12 | 0.0 | 33.5
Brc1cccc(-c2nnc3n2CCC3)c1 | -54.2 | 57.2
CC(=O)N1CCN(Cc2nc3cc(NC(=O)Cn4nc(C)c5ccccc5c4=O)ccc3n2C)CC1 | -3.4 | 39.1
Cc1ccc(C(=O)C(C)OC(=O)C2CC(=O)N(C3CCCCC3)C2)cc1 (stereo not given) | 22.4 | 29.6
O=c1c2c(nc3c(-c4ccc(Cl)cc4)c[nH]n13)CCCC2 | 15.3 | 32.5
Cc1cccc(-n2c(SCC(=O)NCc3ccco3)nnc2-c2ccco2)c1 | -61.6 | 55.1
O=C(CN1CCc2ccccc21)NC(=O)NCc1ccco1 | 8.1 | 34.1
CC1(c2ccc3noc(-c4ccc(Cl)cc4)c3c2)OCCO1 | 53.1 | 9.77
CNc1nc(C(=O)O)nc(N2CCOCC2)n1 | -21.9 | 21.8
COc1ccccc1-c1cc(C(=O)NCc2ccc(Cl)cc2)no1 | 21.3 | 26.9
COc1ccc(Cc2nnc3c4cnn(C)c4ncn23)cc1 | 20.9 | 16.8
O=C1CCCN1c1cc(Cl)ccc1Cl | -49.2 | 29.2
O=C(Cc1ccc(Br)cc1)OCC(=O)c1ccc2c(c1)OCCO2 | -18.0 | 45.6
O=C(OCN1C(=O)c2ccccc2C1=O)c1ccccc1 | -4.5 | 20.1
O=C(Nc1cccc(F)c1)C1CCCN1S(=O)(=O)c1cccc2cccnc12 (stereo not given) | -71.1 | 85
COc1cc(C(=O)Nc2ccc(N(C)C)cc2)cc(OC)c1OC | -105.6 | 91.9
CCc1ccc(C(=O)Nc2ccc(S(=O)(=O)Nc3nc(C)cc(C)n3)cc2)o1 | 27.6 | 13.3
Cc1ccc(CSC2=CS(=O)(=O)c3ccccc3N2)cc1 | -47.4 | 56.7
N=c1sccn1CC(=O)Nc1ccccc1Cc1ccccc1 | -24.2 | 40.6
CCCn1nc(NC(=O)c2cccs2)c2cc3ccccc3nc21 | 20.8 | 31.9
Cc1ccc(-c2ccc(/C=N/c3ncn[nH]3)o2)cc1Cl | -18.5 | 22.8
CC(C)CC(c1nnnn1CCc1ccccc1)N1CCN(C(=O)c2ccco2)CC1 (stereo not given) | 25.4 | 28.6
CC1(C)NC(=O)N(CC(O)CN2CCOCC2)C1=O (stereo not given) | -9.5 | 41
CCOc1ccc(-n2cc(C(=O)NC(C)C)c3cc(OC)c(OC)cc3c2=O)cc1 | 16.0 | 35.3
O=C1N(CN2C(=O)C3(OCCO3)c3ccccc32)c2ccccc2C12OCCO2 | 40.0 | 19.6
O=C1C=C(c2ccc(Cl)cc2)C(=O)N1Nc1ccccc1 | 19.9 | 16.1
COC(=O)Nc1ccc(C)cc1NC(=O)OC | -18.0 | 19.3
c1ccc(N(c2ccccc2)c2nc(-n3ccnc3)nc(-n3ccnc3)n2)cc1 | -4.5 | 42.4
Cc1cc(Nc2ccc3c(c2)OCCO3)n2nc(C)nc2n1 | -134.8 | 106
CCc1nnc(NC(=O)CSc2nnc(-c3c[nH]c4ccccc34)n2CCOC)s1 | -12.7 | 38.8
O=C(/C=C/c1ccc([N+](=O)[O-])cc1)Nc1cccnc1 | -93.1 | 72.7
COC(=O)c1cccc(OCC(O)Cn2cnc3cc(C)c(C)cc32)c1 (stereo not given) | 2.5 | 37
CC1CN(C(=O)N2c3ccccc3Sc3ccccc32)C(C)CC1=O (stereo not given) | -45.5 | 31.9
CC(=O)N(CCc1ccccc1C)Cc1cc2cc3c(cc2[nH]c1=O)OCO3 | -0.2 | 19.4
Cn1cnc2c(N3CCCCC3)nccc21 | -57.0 | 31.9
CCc1nnc2sc(-c3cc(-c4ccccc4)nc4ccccc34)nn12 | -40.4 | 28.2
CSc1ccc(N2CCN(CCCNC(=O)Nc3ccccc3F)CC2)cc1 | -18.4 | 44.8
COc1ccc(N2C(=O)c3ccc(C(=O)OC(C)C)cc3C2=O)cc1 | 32.4 | 12.2
Cc1cc(NC(=O)NC(=O)c2cccc(OC(F)(F)C(F)F)c2)n[nH]1 | 29.6 | 11.7
CC(C)(C)NS(=O)(=O)c1ccc(NS(=O)(=O)Cc2ccccc2)cc1 | 15.7 | 19.9
CCOC(=O)c1cccc(NC(=O)C2CCCO2)c1 (stereo not given) | 45.4 | 10.2
COc1ccc(CCn2c(N)cc(=O)[nH]c2=S)cc1OC | -6.5 | 39.8
CCOC(=O)N1CCN(S(=O)(=O)c2ccc(C(=O)Nc3nc4ccccc4s3)cc2)CC1 | -23.8 | 45.5
CCN(CC)S(=O)(=O)c1ccc(C(=O)NCc2ccc3c(c2)cc(C)n3C)cc1 | 59.9 | 16.4
Cc1ccc(-c2nnc(C)c(N3CCOCC3)n2)cc1 | 28.4 | 15.3
COc1ccc(N2CCN(C(=O)c3ccc(NS(=O)(=O)c4cccc(F)c4)cc3)CC2)cc1 | 2.5 | 16.4
NC(=O)C1CCN(C(=O)CN2CCN(c3cccc(C(F)(F)F)c3)CC2)CC1 | 42.3 | 20
CCc1cc2c3c(c(=O)oc2cc1OC)CCCC3 | -12.1 | 20.8
Cc1c(C(N)=O)sc2ncn(CC(=O)OC(C)C)c(=O)c12 | 12.5 | 33.9

# More entries follow.
Molecule | Htt clearance | Htt clearance grain fraction
CCCCOC(=O)Nc1nc2ccc(OC)cc2s1 | 47.9 | 8.78
COC(=O)CSc1ccc2nnc(-c3ccc(F)cc3)n2n1 | -18.2 | 40.4
Cc1c(C(=O)N2CCN(c3ccccn3)CC2)oc2ccccc12 | -17.5 | 23
COc1ccc(C(F)(F)F)cc1NC(=O)c1nc2nc(C)cc(C(F)F)n2n1 | -5.2 | 20.2
COc1ccccc1N1C(=O)CC(Nc2ccc(N3CCOCC3)cc2)C1=O (stereo not given) | 11.3 | 17
CCn1c(COc2ccccc2C)nnc1SCC(=O)NC1CCCC1 | 3.9 | 37.9
O=C(Nc1ccc(Cl)cn1)Nc1ccccc1F | 8.8 | 17.7
COc1cccc(CN2CCN(CC(=O)Nc3ccccc3Cl)CC2)c1 | -7.5 | 41
CS(=O)(=O)Nc1ccc(N2CCCCC2)c(Cl)c1 | -19.1 | 19.8
CCN(CC)CCNC(=O)CS(=O)Cc1nc(-c2ccccc2Cl)oc1C (stereo not given) | 17.4 | 30.3
O=C(COc1ccc(F)cc1)NC1CC1 | 16.7 | 30.6
CCC(=O)N(CCCN(C)C)c1nc(-c2cc(OC)ccc2OC)cs1 | -12.6 | 22.9
Cc1ccc(C(=O)Nc2nc3ccccc3n3nnnc23)cc1 | -15.6 | 50.2
COc1cc(C(=O)Nc2ccncc2)cc(OC)c1OC | -64.1 | 62.5
O=C(Cc1c(F)cccc1Cl)Nc1cccnc1 | 1.6 | 18.5
Cc1ccc(S(=O)(=O)n2nc(OC(=O)c3cccs3)cc2N)cc1 | 64.5 | 7.4
C=CCn1c(SCC#N)nc2ccccc2c1=O | 38.9 | 18.3
COc1ccc(-c2cc(-c3ccc(OC)cc3)c(C#N)c(SC)n2)cc1 | 18.9 | 14.8
O=C(CC1Sc2ncnn2C1=O)Nc1ccccc1 (stereo not given) | -46.4 | 55.3
Cc1c(Cl)cccc1NC(=S)NNc1ncc(C(F)(F)F)cc1Cl | 7.1 | 19
CCC(=O)N1CCN=C1SCc1ccc(F)cc1 | -81.5 | 74.3
Cc1nonc1NC(=O)CSc1ccc(-c2ccccc2)nn1 | 42.6 | 19.5
COc1ccc(CCNC(=O)Cn2c(=O)oc3ccccc32)cc1OC | 4.1 | 18.8
CCn1c(Cn2nnc(-c3ccccc3)n2)nnc1SCC(=O)Nc1cccc(C(C)=O)c1 | 20.5 | 30.3

# Some of these compounds in order of their number in Htt clearance grain fraction, highest first:
Molecule | Htt clearance | Htt clearance grain fraction
O=C(/C=C/c1ccc([N+](=O)[O-])cc1)Nc1cccnc1 | -93.1 | 72.7
COc1cc(C(=O)Nc2ccncc2)cc(OC)c1OC | -64.1 | 62.5
CC1CN(C(=O)N2c3ccccc3Sc3ccccc32)C(C)CC1=O (stereo not given) | -45.5 | 31.9
CCC(=O)N(CCCN(C)C)c1nc(-c2cc(OC)ccc2OC)cs1 | -12.6 | 22.9
COC(=O)Nc1ccc(C)cc1NC(=O)OC | -18.0 | 19.3

# Grouped by structure: the compounds so far with an NH in an aromatic ring
Molecule | Htt clearance | Htt clearance grain fraction
Cc1ccsc1/C=N/NC(=O)c1c[nH]c2ccccc12 | 0.0 | 33.5
O=c1c2c(nc3c(-c4ccc(Cl)cc4)c[nH]n13)CCCC2 | 15.3 | 32.5
Cc1ccc(-c2ccc(/C=N/c3ncn[nH]3)o2)cc1Cl | -18.5 | 22.8
CCc1nnc(NC(=O)CSc2nnc(-c3c[nH]c4ccccc34)n2CCOC)s1 | -12.7 | 38.8
CC(=O)N(CCc1ccccc1C)Cc1cc2cc3c(cc2[nH]c1=O)OCO3 | -0.2 | 19.4
Cc1cc(NC(=O)NC(=O)c2cccc(OC(F)(F)C(F)F)c2)n[nH]1 | 29.6 | 11.7
COc1ccc(CCn2c(N)cc(=O)[nH]c2=S)cc1OC | -6.5 | 39.8

# Going on with the list:
Molecule | Htt clearance | Htt clearance grain fraction
C=CCC1c2cccc(C(=O)O)c2C(=O)N1c1cccc(C)c1 (stereo not given) | -55.0 | 30.1
CCOC(=O)N1CCN(C(=O)COc2ccc(Br)cc2)CC1 | 19.5 | 16.6
COc1ccc(C2=NCC(CSc3nccc(=O)[nH]3)S2)cc1 (stereo not given) | -9.9 | 38.1
COc1cc(C2NC(=O)NC(C)=C2C(=O)Nc2cccc(C)c2C)cc(OC)c1OC (stereo not given) | -3.2 | 47.8
O=C(CN(CC1CCCO1)C(=O)CNS(=O)(=O)c1ccc(Cl)cc1)NCC1CCCO1 (stereo not given) | 29.2 | 12.4
O=C(c1ccco1)N1CCN(S(=O)(=O)c2ccc(S(=O)(=O)NC3CCCC3)cc2)CC1 | -77.9 | 54.1
O=C(Nc1c(Cl)cc(Cl)cc1C(=O)NCCN1CCOCC1)c1ccc(Cl)cc1Cl | 38.3 | 11.9
COc1ccccc1C(=O)Nc1nnc(-c2ccc(F)cc2)o1 | -36.5 | 65.9
O=C(NCc1ccccn1)Nc1ccc(Cl)c(Cl)c1 | 44.6 | 9.7
C=CCc1cc(C)cc(C)c1OCCn1cncn1 | 49.6 | 8.95
O=c1c2[nH]c3ccccc3c2ncn1CCN1CCCCC1 | -23.3 | 25.2
COc1ccc(CCN2C(=O)c3ccccc3C2(O)c2ncc[nH]2)cc1OC (stereo not given) | 24.4 | 13.5
COc1ccc(NS(=O)(=O)c2ccc(C)c(C(=O)O)c2)cc1 | -4.4 | 38.4
CCS(=O)(=O)Nc1ccc(-c2nnc(SCC(=O)c3cccc(OC)c3)o2)cc1 | 21.5 | 16.2
CC(C)OC(=O)CSc1nnc(-c2cnccn2)n1Cc1ccco1 | 53.0 | 9.66
CCn1nnnc1SCC(=O)NCc1ccc2c(c1)OCO2 | 41.3 | 11.8
COc1nc(-c2ccc(Cl)cc2)ccc1-c1noc(-c2cccs2)n1 | 4.7 | 28.7
COc1ccc(CN(C(=O)c2cccs2)C(C(=O)NC2CCCCC2)c2ccc3ncccc3c2)cc1 (stereo not given) | -26.8 | 48.8
CCCC[N+](C)(C)CCC(=O)NC(C)(C)CS(=O)(=O)[O-] | 21.8 | 30.9
COC(=O)c1sccc1NC(=O)Cn1nnc(-c2ccc(C)cc2)n1 | 13.8 | 32.2

# Screening data from PubChem BioAssay.

# Some of the compounds tested (hit frequency here may not be typical).
